Assay outcomes from PubChem.
All columns: NCI-60 one-dose screen, growth in % after 48 h at 10 µM unless noted; 100 = growth as untreated, 0 = no growth, -100 = all killed.
COLO 205 – COLO 205 colon cancer | actives 7.3% (n = 79,000) | AID 1794742
NCI-H322M – NCI-H322M lung cancer; actives 2.7% (n = 80,000); AID 1794733
NCI/ADR-RES – NCI/ADR-RES ovarian cells; actives 4.4% (n = 81,000)
NCI-H460 – NCI-H460 lung cancer; actives 6.8% (n = 82,000)
NCI-H23 – NCI-H23 lung cancer; actives 4% (n = 80,000)
NCI-H522 – NCI-H522 lung cancer; actives 8% (n = 78,000)
NCI-H226 – NCI-H226 lung cancer | actives 3.5% (n = 79,000) | AID 1794732
HCT-15 – HCT-15 colon cancer; actives 5.2% (n = 82,000)
HCT-116 – HCT-116 colon cancer | actives 7.3% (n = 82,000)
An asterisk follows results filed as active; x = no result given; & = joins results of further samples. The calls were made as follows: active = growth percent below 10; inactive = the rest.

A first look:
cpd	structure	COLO 205	NCI-H322M	NCI/ADR-RES	NCI-H460	NCI-H23	NCI-H522	NCI-H226	HCT-15	HCT-116
1	NS(=O)(=O)c1ccc(C(=O)N=Nc2c(O)[nH]c3ccc(Cl)cc23)cc1	120	104	102	106	98	89	103	99	99
2	COc1ccc(CCC2=C(C)Nc3ncnn3C2c2ccc(OC)cc2)cc1 (stereo not given)	122	108	107	108	100	70	98	105	101
3	CCc1nc(N)nc(N)c1C#CC(C)c1cc(-c2ccnc(C)c2)c2oc(C)nc2c1 (stereo not given)	0.8*	25	12	2.7*	5.8*	18	45	11	12
4	CC/C=C\C/C=C/C=C1/C(=O)C=C[C@@H]1C/C=C\CCCC(=O)O	121	117	104	80	100	79	99	99	88
5	O=S(=O)(Oc1ccc(OS(=O)(=O)c2ccccc2)cc1)c1ccccc1	96	95	93	103	92	83	90	97	85

Main list, from the first entry:
cpd	structure	COLO 205	NCI-H322M	NCI/ADR-RES	NCI-H460	NCI-H23	NCI-H522	NCI-H226	HCT-15	HCT-116
1	NS(=O)(=O)c1ccc(C(=O)N=Nc2c(O)[nH]c3ccc(Cl)cc23)cc1	120	104	102	106	98	89	103	99	99
2	COc1ccc(CCC2=C(C)Nc3ncnn3C2c2ccc(OC)cc2)cc1 (stereo not given)	122	108	107	108	100	70	98	105	101
3	CCc1nc(N)nc(N)c1C#CC(C)c1cc(-c2ccnc(C)c2)c2oc(C)nc2c1 (stereo not given)	0.8*	25	12	2.7*	5.8*	18	45	11	12
4	CC/C=C\C/C=C/C=C1/C(=O)C=C[C@@H]1C/C=C\CCCC(=O)O	121	117	104	80	100	79	99	99	88
5	O=S(=O)(Oc1ccc(OS(=O)(=O)c2ccccc2)cc1)c1ccccc1	96	95	93	103	92	83	90	97	85
6	c1ccc2c3c(ccc2c1)Sc1c(ccc2ccccc12)N3	131	78	84	28	72	85	70	30	47
7	COc1ccc(N=Nc2c(N)n[nH]c2N)cc1	134&109	104&99	117&107	102&105	110&100	100&84	103&93	105&103	99&109
8	[N-]=[N+]=NCCN(Cc1ccccc1)Cc1ccccc1	100	96	94	101	91	89	90	94	93
9	COc1cc2cc3c4cc(OC)c(OC)cc4cc[n+]3c(C)c2cc1OC	94	93	90	76	74	58	67	95	76
10	O=C(O)CCCN1C(=O)/C(=C/C(Cl)=C/c2ccccc2)SC1=S	12	77	3.8*	57	31	12	42	-54*	-54*
11	Cc1ccc2c3c(c(=O)[nH]c2c1)C(c1ccc(Cl)cc1)c1c(ncn2nc(C)nc12)O3 (stereo not given)	106	97	105	101	102	87	105	102	100
12	Cc1ccc(-c2cc3nc4c(c(=O)n3[nH]2)CCCC4)cc1	101	114	109	101	92	84	105	101	101
13	O=[N+]([O-])c1ccc(Sc2ccc([N+](=O)[O-])cc2)cc1	103	102	101	100	101	99	104	92	91
14	Cc1cc2c(c(C)c1Cl)C(=O)/C(=C/C/C=C/c1ccccc1)O2	124	93	99	98	91	86	x	92	99
15	Cc1ccc2nc(C)cc(C)c2c1	102	114	113	104	106	90	128	104	102
16	CC(C)c1ccc(-n2c(=S)[nH]c3sc4cc(O)ccc4c3c2=O)cc1	102	90	103	101	99	100	92	98	98
17	COc1ccc(/C(CSc2nnc(-c3cnccn3)n2-c2ccccc2)=N/O)cc1	103	95	101	101	103	76	92	104	86
18	CCc1ccccc1-n1c(N)c(C#N)c(-c2ccc(OC)cc2)c(C#N)c1=O	99	92	98	103	92	97	88	98	94
19	CC(COC(=O)/C=C/c1ccccc1)CC(=O)c1c(O)cc2oc(=O)cc(-c3ccccc3)c2c1O (stereo not given)	118	97	95	100	98	92	98	96	89
20	Cc1ccc(CSC2=C(Cl)CN(c3ccccc3)C2=O)cc1	135	100	101	96	99	25	100	97	105
21	CCCCN(C)CC#N	114	98	110	115	106	x	100	91	96
22	Cc1ccc(C2=N[C@@H](Cc3ccccc3)C(=O)c3c(nc4ccccn34)N2)cc1	113	104	87	103	83	98	88	78	94
23	O=C(O)CCC(=O)c1cccs1	114	102	101	104	92	86	98	103	91
24	O=C1Nc2ccccc2C2c3[nH]c4ccccc4c3CCN12 (stereo not given)	99	95	108	98	90	64	82	100	94
25	COc1ccc(/C=C/C(=O)c2c(C)nc3ccccc3c2/C=C/c2ccc(C)cc2)cc1OC	94	89	71	61	66	65	84	47	32
26	CCOC(=O)C1CCCC1O (stereo not given)	104	93	105	104	108	x	108	96	103
27	Cn1cc(-c2nn3c(=O)cc(-c4ccccc4)nc3s2)c2cc(F)ccc21	45	66	42	15	60	-37*	46	30	33
28	C[C@]12CC[C@@H]3c4ccc(O)cc4CC[C@H]3[C@@H]1COC2=O	144	93	57	103	93	90	96	104	82
29	CC(=O)OCC1CC(COC(C)=O)C(COC(C)=O)CC1COC(C)=O (stereo not given)	96	x	95	113	94	97	108	95	108
30	CCN(CC)CCOc1cc2c(cc1OC)CCC2=O	108	105	108	111	104	84	102	103	89

Full records as entered above. Values in the order: COLO 205	NCI-H322M	NCI/ADR-RES	NCI-H460	NCI-H23	NCI-H522	NCI-H226	HCT-15	HCT-116
Results for CCOC(=O)C1CCCC1O (stereo not given) = 104	93	105	104	108	x	108	96	103
Results for CCc1nc(N)nc(N)c1C#CC(C)c1cc(-c2ccnc(C)c2)c2oc(C)nc2c1 (stereo not given) = 0.8*	25	12	2.7*	5.8*	18	45	11	12

Later entries:
cpd	structure	COLO 205	NCI-H322M	NCI/ADR-RES	NCI-H460	NCI-H23	NCI-H522	NCI-H226	HCT-15	HCT-116
31	O=C1C=CC2(NN=C(c3ccccc3)N2c2ccccc2)c2cccc(O)c21 (stereo not given)	81	84	42	34	9.6*	29	52	17	18
32	Nc1ccc(Br)cc1-c1n[nH]c(=O)[nH]c1=O	132	122	109	98	91	x	x	102	99
33	CCOC(=O)CC1CSC(N/N=C(\C)c2ccc3ccccc3c2)=N1 (stereo not given)	105	101	98	97	98	87	91	101	83
34	[O-][n+]1cccc(CO)c1	114	98	106	120	104	109	110	110	104
35	CCOC(=O)c1c(NC(=O)c2cccc(C(F)(F)F)c2)sc2c(CN(C)C)c(O)ccc12	19	71	79	2.6*	93	72	101	11	34
36	O=c1c2c(cc3c(O)[nH]c(=S)n13)-c1cc(F)ccc1N=2	108	100	97	102	99	100	98	107	102
37	CCOC(=O)c1nnn(-c2nonc2N)c1-c1ccc(OCC)cc1	105	98	105	107	101	86	x	100	107
38	N#C/C(=N\Nc1ccc(S(=O)(=O)O)cc1)C(N)=O	93	99	104	97	96	101	105	103	97
39	C[C@@H]1N=C(c2ccc3ccccc3c2)Nc2nc3ccccn3c2C1=O	23	73	45	15	46	29	64	34	18
40	O=C(/C=C/C=C/c1ccccc1)c1ccco1	103	110	91	95	92	38	109	92	36
41	O=C1/C(=C/c2ccc(Cl)cc2)N=C2SC=C(/N=c3\scc(-c4ccccc4)n3-c3ccccc3)N12	100	110	104	106	97	87	104	102	100
42	CCOP(=O)(CCCCCCOc1cc(OC)c2c(c1OC)OCO2)OCC	101	85	96	105	91	92	96	93	83
43	CCOC(=O)c1ccc(Nc2ccnc(SCC(=O)c3ccc(OC)cc3)n2)cc1	103	96	94	104	93	87	82	96	92
44	COc1ccc(OC)c(-c2nc3ccc(C(=O)NN4C(=O)c5ccc(C(=O)O)cc5C4=O)cc3[nH]2)c1	117	104	108	108	104	91	96	96	114
45	CCCc1ccc(-c2cn(CC(=O)Nc3nc4ccccc4s3)nn2)cc1	104	x	103	103	101	95	103	103	98
46	N#Cc1cccc[n+]1Cc1ccccc1	103	110	97	109	92	78	109	96	95
47	COc1ccc(C2CC(c3ccccc3)=NN2C(=O)CSc2nnc(NC(=O)C(Cl)Cl)s2)cc1 (stereo not given)	111	89	103	98	x	96	90	71	86
48	CCCCOC(c1cc2c(cc1Br)OCO2)C(C)Br (stereo not given)	114	92	104	108	98	102	102	110	100
49	O=C1c2cccc3cccc(c23)C(=O)N1CCO	124	107	104	101	106	x	105	101	98
50	Cc1cc(S(=O)(=O)O)ccc1Cl	110	105	96	103	101	x	99	98	108
51	CCOC(=O)c1ccc(NC(=O)CN2C(=O)/C(=C3\SC(=S)N(CCC(=O)O)C3=O)c3ccccc32)cc1	105	81	97	96	93	91	115	84	84
52	COc1ccc(C(=O)n2nc(-c3cccc(Cl)c3)nc2N)cc1	x	101	101	102	97	95	99	102	94
53	CC/C=C/C/C=C/C/C=C/C/C=C/C/C=C/C/C=C/CCC(=O)Nc1ccn([C@@H]2O[C@H](CO)[C@@H](O)C2(F)F)c(=O)n1	12	52	14	9.0*	1.6*	40	8.1*	42	12
54	CCN(CC)C(=O)N/C(N)=N/c1nc2ccccc2s1	86	81	23	67	34	51	39	54	43
55	Cc1ccc(N(CC(=O)Nc2ccc(S(=O)(=O)NC3CCN(C)CC3)cc2)S(=O)(=O)c2ccc(Cl)cc2)cc1	-48*	89	99	8.1*	91	90	88	91	48
56	CC(=O)Oc1csc(N(C(C)=O)c2ccc(Cl)c(C(F)(F)F)c2)n1	107	98	100	100	94	87	91	98	86
57	CC1=C2C(=C[C@@](C)(COS(N)(=O)=O)[C@@H]2O)C(=O)[C@](C)(O)C12CC2	48	74	63	7.0*	24	70	86	68	70
58	O=C(CCn1ccnc1)Nc1cc(S(=O)(=O)Nc2ccccc2Cl)ccc1O	121	104	110	117	100	95	94	107	99
59	O=C(c1ccccc1)c1c(/C=C/c2ccc(Cl)cc2)nc2ccccc2c1/C=C/c1cccs1	103	89	100	107	102	89	92	97	96
60	CC(=O)CCCN1C(=O)c2ccccc2C1=O	114	x	99	104	98	85	102	97	95

Rewritten with each value named: entries from further up.
48. CCCCOC(c1cc2c(cc1Br)OCO2)C(C)Br (stereo not given)
  COLO 205: 114	NCI-H322M: 92	NCI/ADR-RES: 104	NCI-H460: 108	NCI-H23: 98	NCI-H522: 102	NCI-H226: 102	HCT-15: 110	HCT-116: 100

49. O=C1c2cccc3cccc(c23)C(=O)N1CCO
  COLO 205: 124	NCI-H322M: 107	NCI/ADR-RES: 104	NCI-H460: 101	NCI-H23: 106	NCI-H522: x	NCI-H226: 105	HCT-15: 101	HCT-116: 98

The list goes on:
cpd	structure	COLO 205	NCI-H322M	NCI/ADR-RES	NCI-H460	NCI-H23	NCI-H522	NCI-H226	HCT-15	HCT-116
61	CC[C@H]1c2ccccc2[C@@H](C(=O)O)N(C(C)=O)c2ccccc21	132	104	122	113	112	104	110	106	98
62	CCc1c2ccc(N(S(=O)(=O)c3ccc(C)cc3)S(=O)(=O)c3ccc(C)cc3)cc2nc2c1c(=O)n1c3ccccc3c3cc(C(=O)OC)nc2c31	117	120	96	121	93	100	117	114	93
63	COc1ccc(/C(C)=N/NC(=O)CSc2nc3ccccc3c(=O)n2Cc2ccc(S(N)(=O)=O)cc2)cc1	127	81	98	100	99	85	94	98	99
64	COc1ccc(C=NC2C(O)OC(CO)C(O)C2O)cc1 (stereo not given)	106	106	106	100	102	90	106	110	104
65	O=C(Nc1cccc(-c2nc(-c3ccc(NC(=O)c4cccs4)cc3Cl)no2)c1)Nc1ccc(NC(=O)C2CC2)c(C(F)(F)F)c1	-52*	-5.3*	46	-57*	-50*	-34*	-46*	0.6*	1.3*
66	NCC(O)CC(=O)O (stereo not given)	104	103	102	111	101	107	95	93	98
67	O=C(Nc1sc2c(c1C(=O)O)CCCC2)c1ccc(Cl)cc1	138	99	109	103	95	103	103	98	107
68	CCCCc1ccc(C(CC(=O)c2ccccc2)c2ccccc2)cc1 (stereo not given)	106	101	84	101	84	65	86	90	75
69	O=S(=O)(c1ccc(NC(=S)NCc2cccnc2)cc1)N1CCCCC1	63	91	63	63	87	19	87	57	26
70	Cc1ccc2cccc(OC(=O)c3c(F)cccc3Cl)c2n1	113	86	102	109	100	x	114	94	99
71	COc1ccc(Cn2cc(C(=O)N=Nc3c(O)[nH]c4c(F)cccc34)nn2)cc1	95	98	97	105	90	89	92	100	64
72	CC(=O)c1ccccc1N	103	98	99	100	90	102	89	112	94
73	Fc1ccc(C2=NN(c3cc(Cl)cc(Cl)c3)C(c3sc(Cl)nc3Cl)C2)cc1 (stereo not given)	107	96	102	107	99	96	101	96	98
74	O=C1/C(=C\c2cn(C(=O)c3ccc(Cl)cc3)c3ccccc23)c2ccccc2N1C(=O)c1ccc(Cl)cc1	105	99	83	86	83	6.0*	89	66	65
75	O=c1[nH]cnc2c1cnn2-c1ccccc1	107	102	111	106	104	118	102	98	99
76	COc1cc(-c2nc(SCCC(C)C)nc(Nc3cccc4ccccc34)c2C#N)cc(OC)c1OC	63	100	85	41	95	76	71	45	23
77	OCCC1CCCCN1C(Cc1ccccc1)c1ccccc1 (stereo not given)	89	95	101	106	100	71	101	95	104
78	CCn1cc(C(=O)NNC(=S)Nc2cccc(C)c2)c(=O)c2ccc(C)nc21	65	72	61	56	81	51	72	33	56
79	COc1ccc2oc3c(C)c4c(c(C)c3c2c1)C(=O)N(N)C4=O	100	100	102	99	93	103	101	96	94
80	COc1nccnn1	112	91	101	122	107	109	96	98	99
81	FC(F)(F)c1cc(N2CCSCC2)nc(NCCCNc2ccnc3cc(Cl)ccc23)n1	67	91	62	92	52	62	83	66	55
82	O=C(NCc1ccccc1)c1ccc(C(=O)NCc2ccccc2)cc1	113	112	88	92	95	107	61	98	86
83	O=C1C=Cc2ccccc2/C1=C\c1sc(NC(=O)c2ccccc2)nc1O	110	108	97	85	91	89	98	108	93
84	COc1cc(-c2csc(NC(=O)c3ccc4c(c3)OCCO4)n2)cc(OC)c1OC	97	92	81	98	83	76	64	85	82
85	O=c1oc2ccccc2c2ccccc12	110	99	101	104	102	93	95	98	103
86	CCN1C(=S)N(CC)C2Nn3c(s/c(=C4\C(=O)N(C(C)C)c5ccccc54)c3=O)=NC21 (stereo not given)	120	97	87	104	89	79	86	101	95
87	O=CN(Cc1ccccc1)c1cc([N+](=O)[O-])ccc1OCc1ccccc1	102&114	95	84&91	102&105	85&88	64&92	93	92&88	81&86
88	COC(=O)c1csc(C2OC(CO)C(O)C2O)n1 (stereo not given)	111	120	113	106	110	105	96	103	115

An unsorted share of the library (roughly 13% active in at least one column).
